Screens from PubChem.
SSB-PriA inh – blocks PriA binding to SSB C-terminal tail | hit rate 0.6% among 430,000 | inhibition, % at 33 µM | AlphaScreen SSBct-PriA binding, biotinylated peptide; in the data active means inhibition mostly above about 37%, no sharp cut-off; inactive means mostly below about 20%;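 further: plate controls were negative control peptide for no effect and reference peptide for full effect; strong numbers were not always called active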
Numbers without * were called inactive; & = joins results of further samples. These rows are one share of the data, so the mix of outcomes need not match the whole.

SMILES | SSB-PriA inh
COc1ccc(CCC(=O)NCC2CCN(Cc3ccco3)CC2)cc1 | -15.0&-5.0
O=C1CC2(CCN(C(=O)c3ccc(F)cc3Cl)C2)Oc2ccccc21 (stereo not given) | 3.0
CCCCCCCCSc1nnc(N=CN(C)C)s1 | -16.2
CC(=NNC(N)=S)c1ccc(-n2ccnc2)cc1 | -0.3
O=C(NCCc1csc(-c2ccc(C(F)(F)F)cc2)n1)c1ccc(Br)o1 | -7.0
COCCNC(=S)NN=C(C)c1cccc(OC)c1 | -3.7
COc1ccc(N2CCN(C(=O)CCn3cnc4c(cnn4C(C)(C)C)c3=O)CC2)cc1 | -10.0
Cn1c(=O)c2c(nc(Br)n2C/C=N\NC(N)=O)n(C)c1=O | -8.0
O=C(Nc1ccc2c(c1)OCCO2)c1scc(-c2ccc(F)cc2)c1-n1cccc1 | -8.0
CSCc1nnc(N)o1 | -22.0&22.0
CCOc1ccc(-c2c(C#N)c(N)nc3sc(C(=O)c4ccc(OC)cc4)c(N)c23)cc1 | -12.0
CC(=O)N1CCN(Cc2nc(-c3ccc(F)cc3)cs2)CC1 | -8.0
Cc1c(NC(=S)NN=Cc2ccc(Br)cc2)c(=O)n(-c2ccccc2)n1C | -4.8
CN(C(=O)Cn1nc(-c2cccs2)c2sc(N3CCCCC3)nc2c1=O)c1ccccc1 | 5.0
CC(Cc1ccoc1)NC(=O)c1ccccc1Br (stereo not given) | 2.0
COCCNC(=O)c1csc(NC(=O)Nc2ccc(Cl)cc2)n1 | -3.0&0.0
CCOc1cc(C=Nn2c(C)nc3ccccc3c2=O)ccc1O | -12.7
Cc1ccc(S(=O)(=O)N2CCCCC2CCNC(=O)C(=O)NCCc2c[nH]c3ccccc23)cc1 (stereo not given) | 7.0
COc1ccc(-c2csc(NC(=O)CCS(=O)(=O)c3ccccc3)n2)cc1C | -10.0
Cc1ccc(S(=O)(=O)c2nc(Cc3ccccc3)oc2N2CCCCC2)cc1 | -9.0
CCCC(=O)N1CCN(C(=O)C(NC(=O)c2ccc(OC)cc2)S(=O)(=O)c2ccc(F)cc2)CC1 (stereo not given) | -15.0
CCOc1ccc(NC(=O)C[C@H](NCc2cccnc2)C(=O)O)cc1 | -19.0
CSc1ncccc1C(=O)NC1CCN(c2nccs2)C1 (stereo not given) | 0.0
Cc1ccc(C)c(C(=O)NCCC(O)c2ccccc2)c1 (stereo not given) | 10.0
COc1ccccc1-n1nnc(C(=O)NC2CCN(C)CC2)c1-c1ccncc1 | -6.0
Clc1ccccc1Cn1ncc2c(N3CCN(C/C=C/c4ccccc4)CC3)ncnc21 | -5.0&13.0
CC1CCCC(C)N1CC(O)COCc1ccc2c(c1)OCO2 (stereo not given) | 6.0
COCCN1CCC(CNS(=O)(=O)c2ccc(Cl)cc2)CC1 | -3.0
CC(O)(CNS(=O)(=O)CC12CCC(CC1=O)C2(C)C)c1ccco1 (stereo not given) | -14.0
O=C(NCC1CCCO1)c1ccc(C=NO)nc1 (stereo not given) | -3.1
COc1cccc(CNC(=O)c2cc(-c3cccs3)nc3c2c(C)nn3C2CCS(=O)(=O)C2)c1 (stereo not given) | 0.0
Cc1nnc(NNC(=O)C2CCCCC2)[nH]c1=O | -7.0
COc1ccc(-c2nc(S[C@@H](CC(=O)NCc3cccnc3)c3ccc(OC)c(OC)c3)n[nH]2)cc1 | -21.0
CCNC(=S)NN=Cc1ccc(OCCOc2ccccc2C)cc1 | -5.0
COc1ccc(C=NNC(=O)c2ccco2)cc1COc1ccc(F)cc1 | 1.5
O=c1[nH]cccc1Br | 0.0
COCCN(CCOC)S(=O)(=O)c1ccc(C(=O)Nc2nc3cc4c(cc3s2)OCCO4)cc1 | -19.0
Cc1ccc(NC(=O)c2oc3ccccc3c2N)cc1C | 12.0
CC(=O)c1cccc(NS(=O)(=O)c2ccc(F)c(Cl)c2)c1 | -4.0
CC(=O)NCC(=O)N1CC[C@H](n2cc(-c3ccccc3)nn2)C1 | -25.0

3 successive records from above:
SMILES | SSB-PriA inh
Cc1ccc(NC(=O)c2oc3ccccc3c2N)cc1C | 12.0
CC(=O)c1cccc(NS(=O)(=O)c2ccc(F)c(Cl)c2)c1 | -4.0
CC(=O)NCC(=O)N1CC[C@H](n2cc(-c3ccccc3)nn2)C1 | -25.0

Other records
SMILES | SSB-PriA inh
CCOc1ccc(C(=O)NCCNC(=O)c2ccc(NC(C)=O)cc2)cc1OCC | -15.0
COc1cn(-c2ccc(F)cc2)nc1C(=O)Nc1ccccc1SC | -3.0
O=C(NCCn1ncc2c(N3CCOCC3)ncnc21)c1ccccc1F | -20.0&-15.0
O=C(CSc1ncnc2c1cnn2-c1ccc(F)cc1)N1CCN(c2ccccc2)CC1 | -8.0
Cc1cc(NC(=O)CSc2ccc(NC(=O)C3CC3)nn2)no1 | 11.0
COc1ccccc1N1CCN(N=Cc2cc(Br)ccc2F)CC1 | 8.0
CCOC(=O)c1cnc2ccc(OC)cc2c1N | -17.0
CC(O)(CNC(=O)COc1ccc(Cl)cc1Cl)c1ccco1 (stereo not given) | -16.0
COc1ccc(NC(=O)C(=O)NCC[C@H](O)c2ccccc2)cc1Cl | -11.0
C/C(C=NN1CCN(c2ccc(Cl)cc2)CC1)=C\c1ccccc1 | 12.6
O=C(NCCc1ccoc1)NCc1ccc(Cl)cc1 | -4.0
CCOc1ccc2nc(NC(=O)C3CCN(c4ccc(-n5nc(C)cc5C)nn4)CC3)sc2c1 | 3.0
Cc1cccc(NC(=S)N2CCN(c3ccc(F)cc3)CC2)c1C | -8.0
O=C(c1csc(Nc2ccc(OC(F)F)cc2)n1)N1CCN(C(=O)c2ccco2)CC1 | -2.0
CCCCOc1ccc(NC(=S)N2CCc3ccccc3C2)cc1 | 0.0
O=C(C[n+]1ccccc1)NN=Cc1ccccc1F | -5.6
O=C(Nc1ccccc1)OC1CCCC(NC(=O)c2cccc(C(F)(F)F)c2)C1 (stereo not given) | -16.0
O=C1NC(=NN=Cc2cccnc2)SC1Cc1ccc(SC(F)F)cc1 (stereo not given) | -6.1
O=C(NCCc1ccc(N2CCCC2)cc1)c1c(F)cccc1F | -11.0
Cc1cc(=O)n2c(n1)SC[C@@H]2CC(=O)Nc1nnc(C)s1 | -8.0

Pulled by structure from above, 5 records:
SMILES | SSB-PriA inh
O=C(NCCc1ccc(N2CCCC2)cc1)c1c(F)cccc1F | -11.0
O=C(NCCc1ccoc1)NCc1ccc(Cl)cc1 | -4.0
CCCCOc1ccc(NC(=S)N2CCc3ccccc3C2)cc1 | 0.0
C/C(C=NN1CCN(c2ccc(Cl)cc2)CC1)=C\c1ccccc1 | 12.6
CCOc1ccc(C(=O)NCCNC(=O)c2ccc(NC(C)=O)cc2)cc1OCC | -15.0

The list continues:
SMILES | SSB-PriA inh
Cc1cc(C)cc(NC(=O)C(=O)NCCN2CCN(c3ccc(F)cc3)CC2)c1 | -9.0
O=C(CCc1ccccc1F)NCc1ccccc1-c1ccsc1 | -5.0
O=C1NCCN1C(=O)N1CCC[C@H](Cc2nc(-c3cnccn3)no2)C1 | 3.0
COc1ccc(/C=C/c2ncc3ccccn23)cc1 | -13.0
O=C(Nc1ccccc1)Nc1ccc(S(=O)(=O)Nc2nccs2)cc1 | 0.0
O=C(COc1cccc2c1CCNC2=O)Nc1ccccc1C(F)(F)F | -8.0
CCCCC(CC)CNC(CC(=O)Nc1cccnc1)C(=O)O (stereo not given) | 1.0
O=C(c1ccc2nsnc2c1)N1CCC(c2cccs2)CC1 | -32.0
NC(=O)c1ccsc1NC(=O)c1c(F)cccc1Cl | -5.0
O=C(Cc1ccccc1)NN=Cc1cccnc1 | 1.5
O=C(CNC(=O)c1cccc(F)c1)NN=Cc1ccc(O)c([N+](=O)[O-])c1 | -0.9
Cc1c(C(=O)NCC(c2ccco2)N(C)C)cccc1[N+](=O)[O-] (stereo not given) | 0.0
COc1cc(C=NNC(=O)Nc2ccccc2)ccc1OC(C)=O | 5.8
Cc1ccc(N2C(=O)C3N=NN(c4cccc(C(F)(F)F)c4)C3C2=O)cc1F (stereo not given) | -15.0
CCc1ccc(S(=O)(=O)Nc2ccc3c(c2)CC(=O)N3)s1 | 0.0
COc1ccc(C(=O)Nc2ccc3c(c2)N(C(=O)c2cccs2)CC3)c(OC)c1OC | 2.0&24.0
Cc1cc(OC2CN(C(=O)Nc3cccc(Cl)c3)C2)cc(=O)o1 | -9.0
CCOC(=O)c1ccc2nc(NC(=O)[C@H]3CCCN(S(=O)(=O)c4cccs4)C3)sc2c1 | -11.0
CC(CC(O)c1ccc2ccccc2n1)=NO (stereo not given) | 4.1
Cc1ccc(CNC(=O)Cc2cc(=O)[nH]c(SCc3ccc(F)cc3)n2)cc1 | -8.0
Cc1nc2ccc(NC(=O)CCSc3ccc(F)cc3)cc2s1 | -3.0
CN(C)c1ccc(C=c2sc3n(c2=O)CCCN=3)cc1 | 2.1
S=C(Nc1ccc2nccnc2c1)N1CCCCC1 | 59.4
NC(=O)c1ccc(NC(=O)Cc2cc(=O)[nH]c(SCc3cccc(Cl)c3)n2)cc1 | -4.0
O=C(Nc1cccc(Cl)c1)N1CCn2cccc2[C@H]1c1ccccc1F | 13.0
O=S(=O)(c1ccc(F)c(Cl)c1)N1CCOC(c2ccccc2)C1 (stereo not given) | -29.0
COc1cccc(-n2c(=S)sc3c(=O)[nH]c(SCC(=O)Nc4ccc(C)c(C)c4)nc32)c1 | 9.0
Cc1cc2ncn(CC3CCN(Cc4cccs4)CC3)c2cc1C | -14.0
CN(C)CC#CCNC(=O)c1c(F)cccc1Cl | -2.0
CCOC(=O)CSc1nc2ccccc2c(=O)n1NC(=O)CCc1c[nH]c2ccccc12 | -1.0&24.0
Cc1ccccc1NC(=O)NCC1CCN(c2ccccn2)CC1 | -19.0
CO[C@@H](CNC(=O)c1cc(Br)cs1)c1ccccc1C | -14.0
CC1(C)Cc2cccc(OCC(=O)N3CCC(Oc4ncccc4Cl)CC3)c2O1 | -1.0
S=C(NNc1nnnn1-c1ccccc1)Nc1ccccc1 | 4.0
O=C(Cc1ccccc1Cl)N1CCC(CSCc2ccco2)CC1 | 14.0
Cc1noc(C2CN(CC(=O)N3CCc4ccccc43)C2)n1 | 0.0
Cc1noc(C)c1CC(=O)NCc1nn(C)c(=O)c2ccccc12 | -1.0
O=C(C[C@H]1C/C=C/CC[C@H](Cc2ccc(F)cc2)C(=O)OC[C@@H]2CCCN2C1=O)N[C@H](CO)Cc1ccccc1 | 3.8
CCOC(=O)CCC(=O)N1CCS[C@H](c2ccccc2F)CC1 | -6.0
CN(C)c1cccc(C(=O)NN=Cc2ccoc2)c1 | 2.4

Of the compounds above, 4 contain a CF3 group.
SMILES | SSB-PriA inh
O=C(NCCc1csc(-c2ccc(C(F)(F)F)cc2)n1)c1ccc(Br)o1 | -7.0
O=C(Nc1ccccc1)OC1CCCC(NC(=O)c2cccc(C(F)(F)F)c2)C1 (stereo not given) | -16.0
O=C(COc1cccc2c1CCNC2=O)Nc1ccccc1C(F)(F)F | -8.0
Cc1ccc(N2C(=O)C3N=NN(c4cccc(C(F)(F)F)c4)C3C2=O)cc1F (stereo not given) | -15.0

(continued)
SMILES | SSB-PriA inh
CCn1c(C2CCN(C(=O)Cc3c(C)noc3C)CC2)nn(CCOC)c1=O | -11.0
Cn1cc(NC(=O)Nc2ccc3c(c2)OCO3)c2ccccc21 | 3.0
CCc1c(C(=O)NN=Cc2sccc2C)nnn1-c1nonc1N | 5.2
COc1ccc(CNC(=O)NC2CC(=O)N(C3CC3)C2)cc1 (stereo not given) | 4.0
COc1ccc(OC)c(C(=O)NN=Cc2ccccn2)c1 | -4.9
Cc1ccc(C(=O)NC2=N/C(=C(/C#N)C(=O)Nc3ccccc3)c3ccccc32)cc1 | -14.0&13.0
CCOC(=O)N1CCN(C(=O)CSc2nnc(C)c(=O)n2N)CC1 | 3.0
NC(=NOC(=O)c1cc(-c2ccccc2)nc2ccccc12)c1ccc(Cl)cc1 | -6.6
Cc1nc2ccc3nc(NC(=O)C4CCN(S(C)(=O)=O)CC4)sc3c2s1 | -13.0
Cn1nc(N2CCC[C@H](C(=O)NCCn3nc(-n4cccn4)ccc3=O)C2)ccc1=O | 7.0
Cc1oncc1C(=O)Nc1ccc(CC(=O)N2CCOCC2)cc1 | -7.0
COc1ccc(C(C)NC(=O)c2ccc(-n3nncc3C)cc2)cc1 (stereo not given) | -11.0
O=C(O)c1ccc2scnc2c1 | -4.0
O=c1[nH]c(=S)[nH]c2ccccc12 | -3.0
COc1ccccc1-c1nnc(NC(=O)c2c(F)cccc2F)o1 | -4.0
Cc1cccc(N2CCN(S(=O)(=O)CCNC(=O)c3ccco3)CC2)c1 | 1.0
CNC(=O)C(=O)NC | -10.0
O=C(Cc1cc(=O)[nH]c(SCc2ccccc2)n1)NCc1ccco1 | -8.0
CN1C[C@@H](C(=O)N2CCC3(CCc4ccccc4O3)CC2)CC1=O | -6.0
Cc1ccc([N+](=O)[O-])cc1NC=CC(=O)c1ccco1 | 2.8
COC(=O)c1ccc(C2C(=C(O)c3ccc4c(c3)CC(C)O4)C(=O)C(=O)N2CCN2CCOCC2)cc1 (stereo not given) | 18.6
CC(O)=C(C=NCC(=O)O)C(=O)Nc1nccs1 | -11.0
Cc1ccc(N=c2scc(-c3ccc(Cl)cc3)n2CCN2CCOCC2)c(C)c1 | 7.0
COc1ccc(Cl)c2sc(NC(=O)c3cc(Cl)sc3Cl)nc12 | -5.0
CC(C)(C)NC(=O)N1CCC(CNS(=O)(=O)c2ccccc2OC(F)(F)F)CC1 | -6.0
O=c1nc(SCc2cccc3ccccc23)nc2ccc(Cl)cn12 | -1.0
Cc1cc(C)n(CCNC(=O)Cn2cnc3c2c(=O)n(C)c(=O)n3C)n1 | -6.0
COC(=O)c1sccc1NC(=O)CSc1nc2c(c(=O)[nH]1)CN(Cc1ccccc1)CC2 | -19.0
CC1(C)Oc2ccc3ccc(=O)oc3c2C(=CNNC(N)=O)C1=O | -11.1
CCCS(=O)(=O)N1CCN(c2cc(Oc3ccccc3)nc(C)n2)CC1 | -2.0
CSc1ccc(NC(=O)c2ccc(Cl)s2)cc1 | -65.0
CCC(C)[C@H](NC(=O)OC(C)(C)C)C(=O)NN=Cc1cccc2nccnc12 (stereo not given in full) | 0.0
CCCCn1c(SCC(=O)NCc2ccco2)nc2c(-c3ccccc3)c[nH]c2c1=O | -17.0

Copied from the list:
COC(=O)c1ccc(C2C(=C(O)c3ccc4c(c3)CC(C)O4)C(=O)C(=O)N2CCN2CCOCC2)cc1 (stereo not given) @ SSB-PriA inh: 18.6
CC(O)=C(C=NCC(=O)O)C(=O)Nc1nccs1 @ SSB-PriA inh: -11.0
